# PHOSPHO1 block: PubChem AID 1565; Phosphoethanolamine/phosphocholine phosphatase (Homo sapiens), Q8TCT1; recombinant PHOSPHO1, absorbance phosphatase assay; inhibition, % at 13.3 µM; hit rate 1.1% among 290,000; in the data active means inhibition above about 60%
# GalR3 antag: GalR3 antagonists in HEK293 cells, primary screen, cell-based, fluorescence readout; HEK293 GalR3-CNG cAMP membrane potential fluorescence; galR3 body fused to GalR1 C-terminus; inhibition, % at 3 µM; hit rate 0.44% among 360,000;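 active means inhibition above the screen-wide average plus 3 SD, cut at about 13% in these data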;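 further: forskolin and galanin both at EC90 stimulate the cells; cAMP rise reported by CNG channel membrane potential dye signal; 0% = forskolin plus galanin with DMSO and 100% = forskolin alone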
# MEKK2mut PB1 HTS: MEK5 binding signal on mutant MEKK2 PB1, primary screen, biochemical, multiplex bead flow cytometry, Alexa488-MEK5; percent response, % at 10 µM; hit rate 0.35% among 290,000; Alexa488-MEK5 binding to MEKK2 mutant; in the data active means percent response above about 24%, passing the limit was not always enough; further: inactives centre near 1; some results filed as inactive read as strong as hits; reference of the scale not given here
# MEKK2wt PB1 HTS: modulators of MEK5 binding to wildtype MEKK2, primary screen, biochemical, multiplex bead flow cytometry, Alexa488-MEK5; binding response (% of control), % at 10 µM; hit rate 1.1% among 290,000; Alexa488-MEK5 binding to MEKK2 WT; actives lie on both sides; in the data active means binding response below about 67% or above about 130%
# OXTR agonist: human OXTR agonists, primary screen, fluorescence, CHO-OTR cells, Fluo-8 calcium; Oxytocin receptor (Homo sapiens), P30559; Fluo-8 calcium fluorescence; normalized: DMSO 0%, oxytocin 100%; activation, % at 3 µM; hit rate 0.32% among 320,000; AID 2435, 2010;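 active means activation above the mean of all tested compounds plus 3 SD, cutoff set per screening run, cut at about 20% in these data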;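 further: peak over basal fluorescence ratio from a 100 s FLIPR kinetic read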
# Target sequence (P30559 whole entry, looked up): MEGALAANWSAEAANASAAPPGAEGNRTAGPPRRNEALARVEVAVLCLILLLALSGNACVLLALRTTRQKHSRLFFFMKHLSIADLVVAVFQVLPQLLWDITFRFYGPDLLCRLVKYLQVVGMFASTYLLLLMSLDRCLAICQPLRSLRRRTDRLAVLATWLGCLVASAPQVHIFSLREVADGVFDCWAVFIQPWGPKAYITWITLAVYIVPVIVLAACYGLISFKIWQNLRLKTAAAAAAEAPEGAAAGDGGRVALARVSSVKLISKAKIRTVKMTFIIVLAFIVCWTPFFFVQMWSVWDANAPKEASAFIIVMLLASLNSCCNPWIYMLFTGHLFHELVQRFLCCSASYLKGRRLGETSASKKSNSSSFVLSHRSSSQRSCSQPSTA
# V1aR counter: agonists of human V1a receptor, primary screen, counter-screen for OXTR agonist project, fluorescence, CHO-V1R cells; Vasopressin V1a receptor (Homo sapiens), P37288; Fluo-8 calcium fluorescence, agonist mode; 0% DMSO, 100% 3 nM vasopressin; activation, % at 3 µM; hit rate 0.25% among 320,000; AID 2797, 2010;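 active means activation above the mean activation of all tested compounds plus 3 SD, per screening run, cut at about 20% in these data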;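 further: signal is peak over basal fluorescence ratio across a 100 second FLIPR read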
# GPR7 antagonist: GPR7 receptor antagonists, primary screen, cell-based, fluorescence, single concentration; hit rate 1.1% among 290,000; Neuropeptides B/W receptor type 1 (Homo sapiens), P48145; GPR7-expressing cells, fluorescence antagonist assay; inhibition, % at 4.4 µM; in the data active means inhibition above about 16%, passing the limit was not always enough;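 further: cells stimulated with the agonist NPW; 0% = agonist with vehicle and 100% = vehicle without agonist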
# NALP1 yeast inh: NALP1 inflammasome inhibitors in reconstituted yeast, colorimetric, S. cerevisiae, triplicate retest; S. cerevisiae NALP1/ASC/caspase-1 growth, X-gal OD620, 72 h; hit rate 0.61% among 280,000; AID 2071, 2009; inhibition, % at 10 µM; in the data active means inhibition mostly above about 24%, no sharp cut-off; inactive means mostly below about 32%; further: some compounds called inactive have numbers as strong as hits
# MEKK3 PB1 HTS: modulators of MEKK3-MEK5 PB1 binding, primary screen, biochemical, wildtype MEKK3, multiplex bead flow cytometry, Alexa488-MEK5. bead-based flow cytometry, Alexa488-MEK5 binding to MEKK3; actives lie on both sides; 0 = blocked by unlabeled MEK5, 100 = vehicle. hit rate 1.4% among 290,000. AID 1529, 2009. binding response (% of control), % at 10 µM. Mitogen-activated protein kinase kinase kinase 3 (Homo sapiens), Q99759;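 active means binding response more than 3 SD above or below the average of its plate-row segment, actives on both sides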;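 further: Alexa488 bead fluorescence after subtracting the streptavidin-only scavenger bead signal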
# Target sequence (Q99759 whole entry, looked up): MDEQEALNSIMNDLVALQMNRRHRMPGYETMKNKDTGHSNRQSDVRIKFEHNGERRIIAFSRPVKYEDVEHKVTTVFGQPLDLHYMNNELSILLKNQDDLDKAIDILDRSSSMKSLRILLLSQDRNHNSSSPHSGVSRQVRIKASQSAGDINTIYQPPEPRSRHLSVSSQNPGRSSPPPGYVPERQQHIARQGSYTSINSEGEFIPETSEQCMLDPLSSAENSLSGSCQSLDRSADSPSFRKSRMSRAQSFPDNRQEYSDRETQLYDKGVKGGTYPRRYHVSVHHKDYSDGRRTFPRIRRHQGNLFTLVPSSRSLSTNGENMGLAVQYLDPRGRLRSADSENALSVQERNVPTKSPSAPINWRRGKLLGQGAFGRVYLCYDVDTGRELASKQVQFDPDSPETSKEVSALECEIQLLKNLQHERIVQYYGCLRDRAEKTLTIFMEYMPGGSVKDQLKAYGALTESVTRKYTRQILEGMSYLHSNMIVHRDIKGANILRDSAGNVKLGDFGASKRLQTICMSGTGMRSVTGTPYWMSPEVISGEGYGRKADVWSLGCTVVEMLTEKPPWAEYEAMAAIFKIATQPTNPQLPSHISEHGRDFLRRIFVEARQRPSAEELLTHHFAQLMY
# Starred values were filed as active, the others as inactive; . = no result given; & = joins results of further samples; [ ] = dose if it differs, or a comment.
# Under each structure: PHOSPHO1 block	GalR3 antag	MEKK2mut PB1 HTS	MEKK2wt PB1 HTS	OXTR agonist	V1aR counter	GPR7 antagonist	NALP1 yeast inh	MEKK3 PB1 HTS
O=C(NC(Cc1ccccc1)c1ccc2c(c1)OCCCO2)c1ccccc1F (configuration not stated)
  37	-7	-2	91	-2.0	-1.3	-4	-1	87
O=C(Nc1ccc(OC(=O)c2ccncc2)cc1)c1ccncc1
  36	-4	1	101	1.5	0.9	-13	-1	99
COc1ccc(-c2cc3c(=O)n(CC(=O)Nc4ccc(Cl)cc4)ncn3n2)cc1
  44	-8	1	100	-0.1	0.6	2	-17	98
O=C(COCCOCC(=O)N(c1ccccn1)C1CCCCC1)N(c1ccccn1)C1CCCCC1
  -3	0	-3	100	-3.0	-1.0	8	-13	98
Cc1ccc(-c2csc(N3CCN(c4cc5c(cc4Cl)nc(C(C)N)n5CCCO)CC3)n2)cc1 (configuration not stated)
  10	-3	10	110	-1.1	0.1	-6	13	102
Cc1ccc(NCc2nnc(SCC(N)=O)o2)c(C)c1
  3	-3	-12	92	0.3	0.7	-1	0	100
Cc1oc(-c2ccc(Cl)cc2)nc1CS(=O)CC(=O)NC1CCCC1 (configuration not stated)
  21	-7	1	103	0.0	1.1	-4	-7	102
Cc1ccc(NC(=S)N(Cc2ccco2)C(C)c2cccs2)c(Cl)c1 (configuration not stated)
  2	-8	2	102	-2.1	-0.2	-13	-4	109
CNC(=O)c1cc2c(-c3ccccc3)nn(C)c2s1
  24	-12	7	106	16	9.9	0	15	102
Cc1cc(OC(C)C(=O)NCc2cccnc2)c2c(C)cc(=O)oc2c1 (configuration not stated)
  22	3	1	102	0.4	0.2	-4	-9	97
COc1ccc(OC)c(/C=N/NC(=O)CCc2n[nH]c(=O)[nH]c2=O)c1
  6	-1	-1	113	0.8	0.2	-2	6	120
CC1CCCC(C)N1C(=O)C1CCCCC1 (configuration not stated)
  -9	-1	-2	94	0.0	-0.2	1	24	94
CCCNC(=O)c1ccc2c(c1)S(=O)(=O)c1ccccc1C2=O
  14	0	6	115	-0.2	0.1	-10	14	105
CN(Cc1nc2ccc(F)cc2[nH]1)C(=O)C1CCC(=O)N(C2CC2)C1 (configuration not stated)
  38	1	5	101	0.3	-1.0	0	6	98
CN(Cc1cn[nH]c1-c1cc2ccccc2o1)CC1CCOCC1
  39	-5	-3	100	0.2	1.3	-10	2	99
CCOC(=O)c1csc(NC(=O)CSc2nnnn2-c2ccc3c(c2)OCCO3)n1
  -1	-6	9	101	23*	16	-8	-6	106
Cc1nc2ccccc2cc1C(=O)Nc1ccccc1Cl
  40	-1	-12	86	-0.8	-0.7	-11	14	103
Cc1cc(C)n(-c2nc3ccccc3nc2N2CCN(C(=O)c3ccccc3)CC2)n1
  39	3	0	101	1.8	1.0	-6	4	105
COc1ccc(OC)c(CNC(=O)Cc2c(C(=O)O)[nH]c3ccccc23)c1
  11	-4	-1	96	1.0	0.0	-1	-1	100
CC(=O)c1ccc(N2CCCCC2)c(F)c1
  17	0	-11	90	-1.0	0.1	-10	-9	100
NC(=O)CC(NC(=O)Cc1ccc(Cl)cc1)c1ccc(N2CCN(c3ccccn3)CC2)c([N+](=O)[O-])c1 (configuration not stated)
  31	-1	-5	96	0.1	0.2	-1	36	101
CCc1nnc(NC(=O)CSc2nnc(-c3ccncc3)n2C)s1
  -8	2	1	1.0*[inhibitor]	0.7	0.2	-15	-3	2.0*[inhibitor]
O=C(Nc1ccncc1)Nc1cc(Cl)ccc1Cl
  -9	1	2	101	.	.	-18	-12	100
COc1ccc(-c2nc3nc(SC)nn3cc2C)cc1F
  10	1	1	104	0.1	2.1	-7	9	103
CCCC(O)(c1ccc(Cl)cc1)C(CN1CCOCC1)c1ccccc1 (configuration not stated)
  9	-6	-3	103	-1.1	-0.8	1	-7	101
Nc1cnn(C2OC(CO)C(O)C2O)c(=O)n1 (configuration not stated)
  0	21*	-3	106	1.0	-0.3	-12	14	110
Brc1ccc(CNc2cc3c(cc2Br)OCCO3)cc1
  32	0	-2	101	-2.1	1.0	-12	-11	102
COCC(=O)N1CCc2ccc(NC(=O)c3ccc(C(F)(F)F)cc3)cc2C1
  .	-1	6	107	-0.5	1.6	-14	.	106
COC(=O)c1cc(C)sc1NC(=O)c1cccnc1
  43	-6	2	95	-0.1	0.0	-18	.	95
C=CCOc1ccc(C=Nc2ccc(OC)cc2)c(O)c1
  -4	-7	11	106	-0.2	0.5	-13	16	101
Cc1snc(S(=O)(=O)/C(C#N)=N/Nc2cccc(C(F)(F)F)c2)c1C#N
  16	.	0	98	-0.8	0.1	-11	1	96
Cc1ccc(NC(=O)CS(=O)CC(=O)NC23CC4CC(CC(C4)C2)C3)cc1 (configuration not stated)
  31	-7	7	113	-2.1	-0.1	-7	-8	107
Cc1cccc(NC(=O)c2ccc([N+](=O)[O-])o2)c1C
  4	-3	5	103	-1.1	0.4	-4	3	101
CCOC(=O)CC1=C(C(=O)OCC)C(c2cc(OC)c(OC)cc2OC)C(C#N)=C(N)O1 (configuration not stated)
  -3	6	2	94	0.5	0.0	0	-11	96
NC(Cc1ccc(OC(F)F)cc1)C(=O)O (configuration not stated)
  2	-6	-2	105	-0.7	0.0	-6	21	97
O=C(O)C1C2C=CC(O2)C1C(=O)NCc1ccccc1Br (configuration not stated)
  -1	0	2	95	0.5	1.0	-13	20	99
C=CCNC(=O)c1cc(=O)c2ccccc2o1
  2	-7	2	105	-0.2	0.0	-19	0	105
O=C(CSc1ncnc2sc3c(c12)CCC3)Nc1ccccc1C(=O)O
  30	2	2	104	-0.1	0.2	-13	.	101
C/C(=N\OC(=O)Nc1ccc(Cl)cc1)c1ccc(F)c(F)c1
  14	-13	-2	101	-2.0	-0.1	-9	12	100
CCOC(=O)c1sc(NC(=O)COC(=O)CNC(=O)c2ccco2)c(C(=O)OCC)c1C
  0	-7	-1	96	-0.9	0.6	-1	22	99
CCOC(=O)CNC(=O)CSc1nnc(NC(=O)c2ccc(C)cc2)s1
  -10	-2	-29	73	0.9	0.6	0	10	71
C/C(=N/NC(=O)c1ccc2c(c1)OCCO2)c1ccc([N+](=O)[O-])cc1
  23	3	-2	103	0.7	0.7	-8	-13	96
O=C(O)c1cc(NS(=O)(=O)c2ccc(NCc3ccccc3)c([N+](=O)[O-])c2)cc(C(=O)O)c1
  8	-3	2	102	-0.5	-0.5	-13	9	99
CC(=O)Nc1ccc(S(=O)(=O)NCCCCNS(=O)(=O)c2ccc(NC(C)=O)cc2)cc1
  52	-8	5	104	0.1	-0.7	-7	5	101
Cn1c(=O)c2c(ncn2Cc2ccc(Cl)c(Cl)c2)n(C)c1=O
  -3	-4	4	102	9.4	8.1	-6	4	101
C=CCC1=C/C(=C\c2c(N)n3nc(CC(=O)N4CCOCC4)sc3nc2=O)C=C(OC)C1=O
  30	-1	-5	87	6.9	4.2	-7	4	98
CCSc1ncc(CO)c(N)n1
  43	-9	1	96	0.8	-0.3	4	14	103
CC(C)(C)c1ccccc1OCCOCCN1CCCCCC1
  -1	-10	37	164*	1.3	-0.3	-5	11	106
COc1ccc(N2CCN(CC(=O)Nc3cccc(S(=O)(=O)N4CCOCC4)c3)CC2)cc1
  3	0	-1	98	2.6	1.3	-1	20	79
CC1CCN(c2c(NCC3CCC(C(=O)NCCc4ccc(Cl)cc4)CC3)c(=O)c2=O)CC1 (configuration not stated)
  8	4	-5	94	-0.4	-0.4	-16	.	95

# Going on with the list.
# Under each structure: PHOSPHO1 block	GalR3 antag	MEKK2mut PB1 HTS	MEKK2wt PB1 HTS	OXTR agonist	V1aR counter	GPR7 antagonist	NALP1 yeast inh	MEKK3 PB1 HTS
COc1ccc(Nc2nccc3c2nnn3C)cc1
  1	-8	1	101	-0.8	0.0	-16	2	94
CCn1c(SCC(=O)Nc2cc(C)on2)nc2c(c1=O)SC(C)C2 (configuration not stated)
  -11	-4	-1	102	0.2	1.0	-5	9	97
COc1ccccc1CN1CCN(Cc2cc(OC)c(OC)cc2OC)CC1
  .	-5	17	118	-0.3	1.6	-12	26	114
N#CC(Sc1ccccn1)c1ccc(Cl)cc1Cl (configuration not stated)
  -82	-3	-6	92	-3.2	-1.2	5	7	102
Cc1ccc(CN(Cc2ccco2)C(=O)c2ccco2)cc1
  7	-11	11	101	-2.5	-2.0	13	-11	105
COc1ccc(-c2c(-c3ccc(O)cc3O)n[nH]c2C)cc1OC
  -2	.	6	96	0.0	0.4	-5	-5	95
Cc1ccc(-c2noc(C3CCCN(C(=O)c4cccc(Cl)c4)C3)n2)o1 (configuration not stated)
  10	-10	-3	98	1.7	3.2	11	-4	99
CCc1nn2c(N)c(/C=C3\C=Nc4ccccc43)c(=O)nc2s1
  32&11	-3&-2	-2&-1	97&103	0.6&2.7	0.2&4.3	0&-9	27	102&104
c1nnc(NC2=NCCCCC2)s1
  14	-1	6	100	3.8	0.5	-15	21	102
CCOc1ccc(C(N)=O)cc1OC
  11	-4	8	106	0.3	-0.4	-15	8	103
Cc1cc2occ(CC(=O)OCC(=O)Nc3sc4c(c3C#N)CCC(C)C4)c2cc1C (configuration not stated)
  10	0	-3	90	-1.0	-0.2	-9	18	88
CCOC(=O)c1ccccc1NC(=O)Cn1c(=O)n(Cc2ccccc2)c(=O)c2c(C)c(C)sc21
  -12	0	-1	110	0.2	-0.5	-12	21	108
CNC(=S)Nc1ccc(N2CCN(c3ccc(C(F)(F)F)cn3)CC2)nc1
  8	-3	-10	94	13	9.0	0	16	97
Cc1ccc(NC(=O)CCn2cccc2)cc1
  0	-5	-5	96	-1.2	-1.2	-5	6	97
CC(C)Oc1ncnc2c1[nH]c1ccccc12
  27	19*	1	104	4.4	8.6	-7	12	103
Cc1ccc(C)c(SCC(=O)OCC(=O)c2ccco2)c1
  32	-1	.	.	-1.3	-1.0	-7	19	.
CCOC(=O)c1cc(-c2ccccc2)sc1NC(=O)CN1C(=O)NC(CC)(c2ccc(F)cc2)C1=O (configuration not stated)
  6	-4	1	99	-0.1	0.2	4	8	98
O=C(NC(=S)NCCc1ccccc1)c1ccccc1F
  23	1	2	101	-1.1	0.7	-6	13	99
CCCCNC(=O)COC(=O)c1ccccc1F
  30	19*	-4	97	0.3	0.6	-8	.	97
COc1ccc(-c2cnc3ncnn3c2N)cc1
  37	-1	-4	99	0.6	0.6	11	-1	96
CC/C(O)=C1\C(=O)CCCC1=NCCc1c(C)[nH]c2ccc(C)cc12
  8	-4	3	104	-0.1	0.2	15	.	100
COc1ccc(NC(=O)NCCCCc2ccccc2)cc1
  42	0	-4	98	.	.	-16	0	95
C#CCn1c(=O)c2c(ncn2C)n(C)c1=O
  .	.	0	103	-0.6	0.5	.	.	104
Cc1cc(Br)ccc1OCCNCc1ccccc1
  -5	-2	19	126	10	5.1	17	29*	103

# Bioassay records (PubChem)
